Bioassay records deposited in PubChem by National Center for Advancing Translational Sciences (NCATS).
Anesthetic bind: candidate novel general anesthetic via apoferritin binding; AID 485281; hit rate 0.074% among 350,000; P02791; apoferritin/1-aminoanthracene competitive binding, fluorescence; Potency, µM (top dose mostly 77.5 µM), for inactives: at the highest dose activity change, negative = displacement, hits mostly inhibitors; also: potency is read from the fitted curve at half-maximal effect; % is scaled to controls: 0 for no effect and ±100 for the full control effect; nearly all actives have a fitted effect of over 20% in size
Target sequence (P02791 2-175 limits assumed): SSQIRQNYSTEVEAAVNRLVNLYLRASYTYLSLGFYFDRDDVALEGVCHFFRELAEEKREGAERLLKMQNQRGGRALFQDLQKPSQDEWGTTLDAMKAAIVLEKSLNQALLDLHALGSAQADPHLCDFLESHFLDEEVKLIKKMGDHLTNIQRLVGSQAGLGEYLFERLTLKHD
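In PBS, apoferritin at 10 uM is loaded with 1-AMA from a 50% saturated solution. After 10 min of compound exposure at ambient temperature, reduced 535 nm fluorescence indicates probe displacement.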
POLH inh: blocks human DNA polymerase eta activity. Q9Y253. recombinant Pol eta, fluorescent DNA replication assay. Potency, µM (series often up to 114 µM), without a hit: top-dose activity change, negative = inhibition, most hits filed as inhibitors. hit rate 1.2% among 390,000; also: potency is read from the fitted curve at half-maximal effect; % is scaled to controls: 0 for no effect and ±100 for the full control effect
Target sequence (Q9Y253 whole entry, looked up): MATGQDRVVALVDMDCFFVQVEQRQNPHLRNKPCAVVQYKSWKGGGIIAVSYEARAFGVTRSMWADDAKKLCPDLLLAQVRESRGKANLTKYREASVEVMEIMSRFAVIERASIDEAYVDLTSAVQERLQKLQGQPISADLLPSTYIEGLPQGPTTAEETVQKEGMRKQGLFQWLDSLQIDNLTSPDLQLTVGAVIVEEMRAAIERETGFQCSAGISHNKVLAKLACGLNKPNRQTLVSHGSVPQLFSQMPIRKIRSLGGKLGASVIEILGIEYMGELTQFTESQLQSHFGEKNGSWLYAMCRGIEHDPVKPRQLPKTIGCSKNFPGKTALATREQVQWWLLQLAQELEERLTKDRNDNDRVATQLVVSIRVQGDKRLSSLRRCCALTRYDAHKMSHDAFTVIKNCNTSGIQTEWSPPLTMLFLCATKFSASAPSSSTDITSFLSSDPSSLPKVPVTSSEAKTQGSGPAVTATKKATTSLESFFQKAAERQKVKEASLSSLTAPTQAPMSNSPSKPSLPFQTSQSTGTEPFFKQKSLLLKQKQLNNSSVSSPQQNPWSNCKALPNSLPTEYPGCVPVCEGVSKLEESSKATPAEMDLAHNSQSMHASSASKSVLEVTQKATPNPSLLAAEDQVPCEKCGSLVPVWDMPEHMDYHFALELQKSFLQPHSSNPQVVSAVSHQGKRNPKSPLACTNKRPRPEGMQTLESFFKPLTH
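Pol eta at 10 nM preincubated with compounds 15 min at room temperature; reaction started with fluorescent substrate (50 nM final) and read kinetically at 0 and 10 min.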
RGS4 inh: inhibitors of human regulator of G protein signaling 4 | P49798 | Transcreener GDP fluorescence polarization, RGS4-accelerated GTP hydrolysis | Potency, µM (highest dose often 114 µM), inactives show at the top dose activity change, negative = inhibition, most hits filed as inhibitors | hit rate 0.039% among 390,000; also: potency is read from the fitted curve at half-maximal effect; % is scaled to controls: 0 for no effect and ±100 for the full control effect; nearly all actives have a fitted effect of over 75% in size; some results filed as inactive show a strong effect at the top dose
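MLSMR compounds (23 nl, pin-transferred) preincubated 10 min at room temperature with a 500nM (2x) first reagent, then RGS4 at 900nM (2x) plus Transcreener GDP mix added; fluorescence polarization (620/688 nm) read before and after 90 min at 30 °C.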
POLK inh: DNA polymerase kappa (human) inhibition; Q9UBT6; purified Pol kappa, fluorescent DNA synthesis assay, 10 min; Potency, µM (highest dose often 107 µM), for inactives: at the top dose activity, negative = inhibition, hits mostly inhibitors; hit rate 0.53% among 400,000; AID 588579; also: potency is read from the fitted curve at half-maximal effect; % is scaled to controls: 0 for no effect and ±100 for the full control effect
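First, compounds were pin-transferred onto 10 nM Pol kappa. After 15 min at room temperature, substrate was added to 50 nM final. Fluorescence was then measured kinetically at 0 and 10 min.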
ALOX12 inh: blocks human arachidonate 12S-lipoxygenase; AID 1671190; P18054; hit rate 1.1% among 580,000; purified 12hLO, xylenol orange hydroperoxide absorbance; Potency, µM (doses to about 108 µM), for inactives: at the top dose activity change, negative = inhibition, actives largely listed as inhibitors; also: potency is read from the fitted curve at half-maximal effect; % is scaled to controls: 0 for no effect and ±100 for the full control effect
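Purified human 12hLO at 150 nM in 25 mM Hepes, 0.01% Triton X-100, pH 7.0, preincubated 15 min at room temperature with compound. Reaction started with 40 uM arachidonic acid, 30 min at room temperature. Hydroperoxide measured by Fe-xylenol orange, 573/405 nm absorbance ratio.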
ERG Ets-DNA blk: blocks human ERG Ets domain binding to DNA; P11308; fluorescence polarization, His-ERG Ets domain / labelled DNA; Potency, µM (top dose mostly 76.9 µM), inactives show at the highest dose FP activity, negative = inhibition, most hits filed as inhibitors; hit rate 0.028% among 370,000; AID 624246; active = well fitted inhibition curve with a large enough effect in the polarisation, with a control signal flat; inconclusive = small, poorly fitted or top-dose-only effect, or effect the other way, or a change in a side signal; inactive = no such curve, though single readings can be large or run the other way; the % refers to the polarisation;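 also: polarization taken with two DNA probes labelled with fluorescein and Texas red; potency is read from the fitted curve at half-maximal effect; % of control where 0% means no effect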
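His-tagged ERG Ets domain (1 uM in the protein solution; 300mM KCl, 50mM Tris-HCl, 1mM EDTA, 1mM DTT, pH 7.5) received compound, then a probe mix of 5 nM fluorescein-DNA and 100nM Texas-615-DNA. Fluorescence polarization was read for both dyes.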
APEX1 inh: blocks human APE1 abasic DNA cleavage. recombinant APE1, TAMRA/BHQ-2 abasic DNA cleavage fluorescence. P27695. Potency, µM (doses to about 65.8 µM), for inactives: at the top dose activity change, negative = inhibition, actives largely listed as inhibitors. hit rate 0.35% among 350,000;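 also: potency is read from the fitted curve at half-maximal effect; plate controls were vehicle for no effect and reference inhibitor for full effect; nearly all actives have a fitted effect of over 55% in size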
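APE1 at 0.75 nM preincubated 15 min at room temperature with compound. Reaction then started with 50 nM double-stranded THF-abasic substrate labelled with TAMRA/BHQ-2, and 525/598 nm fluorescence read kinetically. Activity taken as third-minus-first read difference, normalized to DMSO and NSC13755 controls.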
Pol beta inh: blocks human DNA polymerase beta activity | P06746 | Pol beta primer extension/strand displacement, fluorescence kinetic | Potency, µM (series often up to 114 µM), inactives show at the highest dose activity change, negative = inhibition, usual class: inhibitors | hit rate 1.3% among 340,000 | AID 485314; also: potency is read from the fitted curve at half-maximal effect; % is scaled to controls: 0 for no effect and ±100 for the full control effect
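Enzyme-only controls used 10 nM Pol beta; buffer lacking enzyme served as negative control. Compound preincubated 15 min, then 50 nM substrate added; 0 and 10 min reads at room temperature.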
LDHA block: blocks human lactate dehydrogenase A; hit rate 0.15% among 480,000; P00338; purified LDHA, NADH/diaphorase-resazurin fluorescence; hits give low values; AID 1347041; activity change, % (values are at about 110 or 230 µM); in the data active = activity change below about -30%; inconclusive = mostly about -25% to -30%;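 also: plate controls were DMSO wells for no effect and wells without enzyme for full effect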
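Resorufin fluorescence (ex540/em590), read at 0 and 20 min after diaphorase/resazurin addition, reports the NADH left after a 5 min room-temperature reaction of 2 nM human LDH5 with 0.06 mM NADH and 0.2 mM pyruvate.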
* = called active by the depositor; u = inconclusive; x = no result given; & = joins results of further samples; [ ] = remark or other dose. Unless noted, calls follow the shape of the dose curve; as a rule, active = well fitted curve in the direction sought with a large enough effect; inconclusive = small, poorly fitted or top-dose-only effect, or another doubt; inactive = no such curve, though single readings can be large; an effect the other way counts as inactive or inconclusive. This is a subset (hit frequency here may not be typical).

The line under a structure holds: Anesthetic bind	Pol beta inh	APEX1 inh	ERG Ets-DNA blk	ALOX12 inh	POLH inh	LDHA block	POLK inh	RGS4 inh
- CC(=O)Cn1c(N2CCC(Cc3ccccc3)CC2)nc2c1c(=O)[nH]c(=O)n2C
    0%	8%	1%	-2%	u	-10%	-2	9%	-28%
- O=C(NC1CCCN(Cc2ccc(Cl)cc2)C1)c1cccc(F)c1 (centres undefined)
    -10%	5%	7%	5%	-9%	-15%	-9	-9%	-7%
- Cc1cccnc1CCNCc1c(C(=O)N2C[C@@H](C)O[C@@H](C)C2)nc2ccc(Cl)cn12
    -11%	1%	12%	6%	1%	-8%	-1	-9%	4%
- Cc1ccc(OCCSc2nc3ccccc3n2CC(=O)N2CCCCC2)c(C)c1
    -4%	2%	x	-7%	-20%	u	1	7%	-17%
- Cc1[nH]n(-c2ccccc2)c(=O)c1/C=C1\C=NN=C1c1ccccc1
    -24%	-2%	-3%	-10%	384%[activator]	-2%	-2	-3%	5%
- COc1ccc2cc(Br)ccc2c1CC(=O)NC1CC(C)(C)NC(C)(C)C1
    -16%	-6%	-3%	2%	u	-1%	-1	2%	-28%
- COc1ccc(NC(=O)CCCc2ccccc2)c(OC)c1
    u	5%	5%	-3%	0%	-4%	-6	-14%	8%
- COc1ccccc1N1CCN(C(c2cccs2)C(C)NC(=O)C(=O)N2CCCCC2)CC1 (centres undefined)
    -6%	1%	-10%	9%	14%	1%	-3	-8%	18%
- COc1ccc(NC(=O)NCCCN2CCc3ccccc3C2)cc1
    2%	9%	-2%	1%	7%[57.4 µM]	-29%	2	-19%	-1%
- CCOC(=O)C1CCN(C(=O)Nc2cccc(Cl)c2)CC1
    10%	-15%	3%	-5%	2%	-5%	-2	-5%	9%[11.4 µM]
- Cc1cc(C(=O)Nc2ccc(S(=O)(=O)N3CCCC3)cc2)no1
    -11%	u	-2%	18%	3%	-2%	-3	-3%	-1%
- Nc1ccc(S(=O)(=O)NC2(C(F)(F)F)NC(=O)N(c3ccccc3F)C2=O)cc1 (centres undefined)
    -4%	3%	45%[activator]	-4%	2%	-12%	1	4%	-35%
- CCOc1ccc(NC(=O)COC(=O)c2ncc(Cl)c(Cl)c2Cl)cc1
    2%	-3%	8%	-2%	0%	-11%	-4	5%	-5%
- Cc1ccc(NS(=O)(=O)c2c(F)cc(F)c(Cl)c2F)cc1S(=O)(=O)N1CCOCC1
    x	x	-6%	13%	1%	-15%	-4	-3%	-2%
- O=C(O)c1cccc(Nc2ncnc3ccc(Br)cc23)c1
    0%&54%	35%&21%	u	0%&3%	u	2%&2%	-9&-2	-10%&-1%	18%&17%
- O=C(COC(=O)CC1CC2CCC1C2)NC(=O)NC1CCCC1 (centres undefined)
    u	1%	-1%	8%	-3%	-15%	-10	-11%	-6%
- COc1ccc(C)cc1Nc1nc(-c2ccccc2O)nc2ccccc12
    -3%	30%	5%	8%	0%	-12%	-17	-13%[60.1 µM]	-6%
- CC(C)(C)c1nnc(NC(=O)Nc2ccc(Cl)cc2)s1
    -3%	-1%	-3%	2%	19%	-1%	-1	-17%	-33%
- O=C(NCCCn1ccnc1)c1cnn2c1NC(c1ccccc1)CC2C(F)(F)F (centres undefined)
    -10%	17%	-5%	x	8%	-6%	-7	-15%	-5%
- O=C(NCCc1ccccn1)c1nc(Cn2cc([N+](=O)[O-])cn2)no1
    -4%	33%	-10%	-5%	2%	-10%	-9	-6%	17%
- COC(=O)C1=C(C)N(CC2CC2)C(=NCCN2CCOCC2)N[C@H]1c1ccccc1
    -5%&-7%	79%&8%	11%&25%	0%	x	-11%	-10	0%	-11%
- CCN(C(=O)c1ccccc1F)c1nc(-c2ccc(OC)cc2)cs1
    6%	9%	2%	10%	44%	-18%	-2	2%	-24%
- CCN(CC)C(=O)CN1C(=O)c2cccc3cccc1c23
    114%[activator]	-1%	59%[activator]	-2%	-19%	-19%	-3	2%	8%
- O=C(NCc1ccccc1)c1ccc2ccccc2n1
    -12%	-3%	1%	-7%	6%	-19%	1	-9%	4%
- COc1ccc2c(c1OC)C(=O)OC2C1c2c(cc3c(c2OC)OCO3)CCN1C (centres undefined)
    -4%&3%	23%	5%&10%&10%&-4%	0%&-6%&7%	-16%&-1%&-13%	-12%	-1&-8&-6	-27%&-4%&6%	0%&14%&-15%
- C#CCCC(=O)c1ccccc1/C=[N+](\[O-])c1ccccc1
    x	x	-1%	-6%	u	4%	1	-19%	-27%
- COc1ccc(C(=O)N2CCC(C(=O)c3ccc(F)cc3)CC2)cc1
    5%	-11%	3%	2%	0%	-16%	-6	2%	15%[11.4 µM]
- Cc1sc2c(c1C)c(=O)n(-c1cccc(C(F)(F)F)c1)c(=O)n2Cc1ccccc1C#N
    u	3%	x	3%	-24%	x	2	5%	-27%
- CC(C)(C)n1cnc2cc(NCc3cccs3)ccc21
    -14%	36%	0%	-6%	24%&-2%	-11%	0&4	-15%	-14%
- CCOc1ccc(NC(=O)C(=O)NCCN2CCN(S(=O)(=O)c3ccccc3)CC2)cc1
    -16%	11%	42%	3%	-15%	-11%	-7	-4%	u
- Cc1ccc2c(c1)c1c(c(=O)n(-c3cccc(Cl)c3)c(=O)n1CC(=O)c1ccc(Cl)cc1)n2C
    -5%	17%	x	4%	-3%	-14%	4	1%	-14%
- CN(Cc1ccccc1)S(=O)(=O)c1ccc(Cl)c(C(=O)NCCCN2CCOCC2)c1
    x	x	50%	-9%	-8%	-20%	0	-4%	13%
- CC(=O)c1ccccc1NC(=O)COC(=O)c1cc[n+]([O-])cc1
    x	x	32%	122%[activator]	2%	-20%	-3	6%	4%
- COc1cccc(CNC(=O)c2cnc(N3CCCC3)nc2C)c1
    9%	49%	x	0%	-22%	x	-6	-12%[60.1 µM]	5%
- N#Cc1cccc(NC(=S)Nc2ccccc2)c1
    -7%	40%	3%	0%	-29%	-14%	-3	-1%	-26%
- CCCN(CC(=O)Nc1ccc(F)c(F)c1F)C(=O)c1ccc2c(c1)NC(=O)CS2
    x	x	3%	2%	238%[activator]	-3%	2	-15%	4%
- CCN1CCN(C(=S)Nc2ccc(Cl)cc2)CC1
    -7%	12%	0%	0%	0%	-6%	-1	-4%	-12%
- O=C(Nc1ccc(Cl)cc1)N[C@@H]1c2c(ccc3ccccc23)OC[C@@H]1CO
    -7%	42%	-2%	5%	u	-5%	-3	-6%	1%
- O=C(O)CCNC1CCCCC1
    -14%	-18%	-1%	15%	48%	-1%	1	-4%	15%
- CC(=O)c1ccc(S(=O)(=O)N2CCN(c3ccccc3F)CC2)cc1
    u	15%	-2%	1%	0%	-28%	0	-8%	0%
- C/C(=N\OCC(=O)NC(C)C)c1cccs1
    -1%	20%	-6%	4%	3%	-3%	1	7%	-1%
- CCN(CC)S(=O)(=O)c1ccc(C(C)NC(=O)C2CCCN2C(=O)c2cccs2)cc1 (centres undefined)
    x	x	23%	u	u	-11%	-6	7%	-10%
- COCCCNC(=O)/C(C#N)=C/c1cc(C)[nH]c1C
    -23%	18%	-2%	-12%	-2%	-26%	4	0%	1%
- COCCCNC(=O)/C(C#N)=C/c1c(N2CCN(C)CC2)nc2c(C)cccn2c1=O
    -2%	99%	10%	17%	-11%	-7%	-6	1%	-2%
- COC(=O)N1CCN(c2ccc(C)cc2)C(C)C1 (centres undefined)
    -5%	4%	1%	-6%	80%[activator]	-8%	-8	-4%	0%
- CCCn1c2c(c(O)c(C(=O)Nc3nccs3)c1=O)CCCC2
    -9%	1%	0%	-4%	17%	-5%	-2	-13%	5%
- Clc1ccc(-c2cnc(Oc3ccccc3)nc2)cc1
    -8%	-2%	1%	8%	97%[activator]	-9%	-1	-7%	-41%
- CCOC(=O)N/N=C/c1ccc(Oc2ccccc2)cc1
    u	9%	-10%	7%	1%	-21%	-1	6%	-11%
- COc1ccc(N=Cc2cc(Cc3ccccc3Cl)cc([N+](=O)[O-])c2O)cc1OC
    u	1%	-2%	-17%	x	28µM*	6	-16%	-31%
- CCCCCC(=O)Nc1cc(S(=O)(=O)N2CCOCC2)ccc1N1CCN(C)CC1
    -4%	4%	30%	-7%	u	-7%	-2	-1%	9%

(next part)
The line under a structure holds: Anesthetic bind	Pol beta inh	APEX1 inh	ERG Ets-DNA blk	ALOX12 inh	POLH inh	LDHA block	POLK inh	RGS4 inh
- COc1ccc(CN2CCc3ccccc3C2)cc1Br
    u	-10%	12%	-2%	0%	u	-19	-6%	-7%
- O=C(NNC1=C(C(=O)C(F)(F)F)CCC1)c1cccc(Cl)c1
    u	-9%	0%	-1%	0%	-13%	-1	4%	-19%
- COCCOC(=O)C1=C(C)NC2(O)c3ccccc3C(=O)C12O (centres undefined)
    2%	-1%	1%	-8%	-3%	-2%	2	4%[60.1 µM]	-14%[11.4 µM]
- Cc1c(NC(=S)N/N=C/C=C/c2ccccc2)c(=O)n(-c2ccccc2)n1C
    0%	20%	-3%	1%	486%[activator]	-2%	-8	-3%	0%
